PKM2 act: activators of human pyruvate kinase M2 | 260,000 tested, 0.34% active | Potency, µM (series often up to 57.5 µM), inactives show at the highest dose activation, actives largely listed as activators | P14618 | purified PKM2, Kinase-Glo ATP luminescence, activation; response scale: 0% is enzyme alone, no compound; note: potency is the fitted concentration of half-maximal effect; nearly all actives have a fitted effect of over 55% in size
Target sequence (P14618 whole entry, looked up): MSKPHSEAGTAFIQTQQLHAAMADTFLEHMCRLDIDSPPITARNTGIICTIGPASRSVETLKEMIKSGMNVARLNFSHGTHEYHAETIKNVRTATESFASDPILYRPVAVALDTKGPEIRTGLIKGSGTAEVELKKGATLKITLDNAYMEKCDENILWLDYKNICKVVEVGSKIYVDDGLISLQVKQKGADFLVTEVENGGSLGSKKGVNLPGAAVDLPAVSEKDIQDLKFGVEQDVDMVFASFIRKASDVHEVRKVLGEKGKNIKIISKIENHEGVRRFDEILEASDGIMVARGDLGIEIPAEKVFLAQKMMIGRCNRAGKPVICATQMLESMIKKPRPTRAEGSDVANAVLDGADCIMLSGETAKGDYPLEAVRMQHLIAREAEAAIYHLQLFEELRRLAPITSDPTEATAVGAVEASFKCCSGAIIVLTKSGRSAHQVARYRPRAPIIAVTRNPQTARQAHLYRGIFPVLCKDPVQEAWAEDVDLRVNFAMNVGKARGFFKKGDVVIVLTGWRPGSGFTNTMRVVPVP
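Purified hPK-M2 (>95% pure) converted ADP (0.1 mM final) to ATP with 0.5 mM PEP in 50 mM imidazole pH7.2, KCl, MgCl2, Tween 20, BSA; 1 h at room temperature. ATP detected by Kinase-Glo luminescence.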
Giardia killer: kills Giardia lamblia; Giardia lamblia trophozoite viability; activity change, % at 7.66 µM, hits read low; 340,000 tested, 0.15% active; AID 540267; in the data active = activity change below about -80%; inconclusive = between about -30% and that limit;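 note: parasites exposed to compound for two days anaerobically before the ATP read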
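ATP-content bioluminescence gauges trophozoite survival. Cells (100/well) receive compound and incubate anaerobically for 48 hrs at 37 deg C; detection reagent follows for 15-30 min at room temperature.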
BCR signal inh: inhibitors of chronic active B-cell receptor signaling; ABC-DLBCL IkBa-CBG/CBR reporter, luminescence ratio, 4 h; Potency, µM (doses to about 46.1 µM), for inactives: at the top dose ratio change, negative = lower green/red ratio, hits mostly inhibitors; 340,000 tested, 0.05% active; AID 493014; active = well fitted inhibition curve with a large enough effect in the signal ratio, with a control signal flat, not every such curve was filed as active; inconclusive = small, poorly fitted or top-dose-only effect, or effect the other way, or a change in a side signal; the % refers to the signal ratio;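 note: potency is the fitted concentration of half-maximal effect; plate controls were basal doxycycline-induced cells for no effect and cells given 10 µM MG132 for full effect; MG132 reads +100%, hits lower the ratio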
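Concentration-response series (up to 46 uM) were applied to TMD8 dual-reporter cells for 4 h at 37C with doxycycline. Green/red ratio, after filter-overlap correction, defined %Activity; red signal alone was normalised to basal cells and zero luminescence.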
KCNH2 3.1 block: inhibitors of human KCNH2 3.1 potassium channel isoform; U2OS KCNH2 3.1, thallium flux FluxOr; stronger effect = lower value; activity change, % (tested at about 1.8 µM); 340,000 tested, 0.95% active;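 active = maximum activity change below -70%; inconclusive = maximum activity change from -70% to -50%; inactive = maximum activity change above -50%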;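 note: thallium influx rate constant from kinetic fluorescence after stimulation buffer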
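Thallium flux via FluxOr fluorescence (Red40 quencher, 45 min loading) in U2OS cells virally expressing the KCNH2 3.1 isoform (1.77 x 10^8 /mL virus, overnight at 37 C). Rate constants from 2-min kinetic reads post-stimulation, normalised to positive and negative controls.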
FBPA coupling cs: coupling enzyme interference in Giardia aldolase counter-screen; coupling enzyme system counterscreen, AmpLite Red fluorescence; activity change, negative = inhibition, % at 58.2 µM, hits read low; 290,000 tested, 0.67% active; in the data active = activity change below about -30%
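Fluorescence at 525 nm excitation and 598 nm emission measured inhibition of the coupled detection system without aldolase. Compounds (at 57.5 uM final) were preincubated 10 min at room temperature with coupling enzyme reagent before a 20 min substrate/AmpLite Red step.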
USP2a inh: blocks human ubiquitin-specific protease USP2a; 330,000 tested, 0.01% active; AID 463254; USP2 core, Ub-CHOP2 coupled fluorogenic reporter, 485/531; Potency, µM (series often up to 38.3 µM), for the others: top-dose activity change, negative = inhibition, hits mostly inhibitors;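 note: potency is the fitted concentration of half-maximal effect; plate controls were DMSO wells for no effect and full inhibition by NEM control for full effect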
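Deubiquitinase activity read as fluorescence (485/531 nm) after Ub-CHOP2 cleavage activates the enterokinase reporter on its substrate; USP2 core 10nM, Ub-CHOP2 and substrate 25nM each, 30min compound preincubation then 60min RT; data normalized to NEM, curves fitted.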
uPA surface inh: blocks generation of uPA at the cell surface | cell surface uPA generation assay, qHTS | Potency, µM (top dose mostly 38.3 µM), for inactives: top-dose activity change, negative = inhibition, usual class: inhibitors | 330,000 tested, 0.31% active; active = well fitted inhibition curve with a large enough effect; inconclusive = small, poorly fitted or top-dose-only effect; inactive = no such curve, though single readings can be large or run the other way; tested in mouse RAW 264.7 cells; note: potency is the fitted concentration of half-maximal effect; nearly all actives have a fitted effect of over 55% in size
KCNH2 WT inh: inhibitors of human wildtype KCNH2 potassium channel; Q12809; U2OS, BacMam KCNH2, thallium flux FluxOr; stronger effect = lower value; activity change, % at 1.84 µM; 340,000 tested, 0.37% active;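 active = maximum activity change below -70%; inconclusive = maximum activity change between -70% and -50%; inactive = maximum activity change above -50%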
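U2OS cells were transduced with wild-type KCNH2 virus (2.03 x 10^8 / mL) for 4 h at room temperature, then cultured overnight at 37 C. Thallium flux was read with FluxOr dye. Rate constants were normalized to DMSO controls.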
GALK inh: blocks human galactokinase activity. P51570. Purified GALK, Kinase-Glo residual ATP luminescence. Potency, µM (doses to about 57.5 µM), without a hit: top-dose activity change, negative = inhibition, actives largely listed as inhibitors. 270,000 tested, 0.007% active. AID 1868; note: potency is the fitted concentration of half-maximal effect
Target sequence (P51570 whole entry, looked up): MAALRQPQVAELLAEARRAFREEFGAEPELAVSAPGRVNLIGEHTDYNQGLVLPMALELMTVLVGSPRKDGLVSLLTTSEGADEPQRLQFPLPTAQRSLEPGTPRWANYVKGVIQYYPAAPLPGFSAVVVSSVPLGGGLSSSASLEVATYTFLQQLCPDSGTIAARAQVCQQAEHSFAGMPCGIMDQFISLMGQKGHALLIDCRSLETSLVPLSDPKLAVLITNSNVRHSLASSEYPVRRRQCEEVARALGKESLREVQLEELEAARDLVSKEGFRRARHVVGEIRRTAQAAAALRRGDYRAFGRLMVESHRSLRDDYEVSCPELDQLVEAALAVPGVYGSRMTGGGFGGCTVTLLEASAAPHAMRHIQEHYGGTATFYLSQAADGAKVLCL
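Quantitative HTS: GALK 5 nM, ATP 35 uM, galactose 100 uM, 1 h room temperature, then luciferase-based ATP detection.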
Eya2 inh: inhibitors of human Eya2 phosphatase activity; O00167; recombinant Eya2, OMFP fluorescence dephosphorylation (OMFP is methylfluorescein phosphate); Potency, µM (series often up to 76.9 µM), for inactives: top-dose activity, negative = inhibition, hits mostly inhibitors; 330,000 tested, 0.006% active; AID 488837; note: potency is the fitted concentration of half-maximal effect
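Eya2 protein (added as 0.2 uM solution) was preincubated with compound for 10 min at ambient temperature in 50 mM HEPES pH 7.5, 50 mM NaCl, 5 uM MgCl2, 0.05% BSA, 1 mM DTT. OMFP (added at 50 uM) then reacted 10 min; fluorescence read at 485/525 nm.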
B2AR arrestin: beta2AR (human) beta-arrestin recruitment activity; AID 492947; 330,000 tested, 0.02% active; Potency, µM (top dose mostly 46.1 µM), for the others: top-dose activation, actives largely listed as activators; beta-arrestin recruitment to beta2AR, cell-based reporter;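 note: potency is the fitted concentration of half-maximal effect; 0% = DMSO controls and full agonism = EC100 isoproterenol or metaproterenol; nearly all actives have a fitted effect of over 65% in size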
* hit, by the source's call; [ ] = dose if it differs, or a comment. Unless noted, calls come from the whole dose curve; as a rule, active = well fitted curve in the direction sought with a large enough effect; inconclusive = small, poorly fitted or top-dose-only effect, or another doubt; inactive = no such curve, though single readings can be large; an effect the other way counts as inactive or inconclusive. Unless noted, % is set by controls: 0 for no effect and ±100 for the full control effect.

How did CCCCCCCCCOC1OC(CO)C(O)C(O)C1NC(C)=O (configuration not stated) do in these assays?
PKM2 act: -4%; Giardia killer: -4; BCR signal inh: -6%; KCNH2 3.1 block: -7; FBPA coupling cs: 1; USP2a inh: 3%; uPA surface inh: 5%; KCNH2 WT inh: 2; GALK inh: 2%; Eya2 inh: 0%; B2AR arrestin: -0.9%

How did CCN(Cc1nc2ccccc2c(=O)[nH]1)C(=O)c1cccc(OCc2c(C)noc2C)c1 do in these assays?
Giardia killer: -3; BCR signal inh: 10%; KCNH2 3.1 block: 5; USP2a inh: 0%; uPA surface inh: 15%; KCNH2 WT inh: 8; Eya2 inh: -6%; B2AR arrestin: -0.4%

What do the screens show for `Cc1cc(S(=O)(=O)Nc2c(C(=O)O)[nH]c3ccccc23)ccc1F`?
PKM2 act: 1%; Giardia killer: -4; BCR signal inh: 4%; KCNH2 3.1 block: -9; FBPA coupling cs: -6; USP2a inh: -2%; uPA surface inh: -1%; KCNH2 WT inh: 3; GALK inh: 1%; Eya2 inh: 9%; B2AR arrestin: -0.3%

What do the screens show for `O=C(Nc1cccc(Cl)c1)C1COc2ccccc2O1` (configuration not stated)?
PKM2 act: 0%; Giardia killer: -14; BCR signal inh: inconclusive; KCNH2 3.1 block: -20; FBPA coupling cs: -2; USP2a inh: 3%; uPA surface inh: 17%; KCNH2 WT inh: -2; GALK inh: -3%; Eya2 inh: 6%; B2AR arrestin: 0.2%

How did CC(C)CCCCCCNC(=S)Nc1ccc(S(=O)(=O)N2CCOCC2)cc1 do in these assays?
PKM2 act: 6%; Giardia killer: 7; BCR signal inh: inconclusive; KCNH2 3.1 block: -15; FBPA coupling cs: -6; USP2a inh: 1%; uPA surface inh: inconclusive; KCNH2 WT inh: -9; GALK inh: -4%; Eya2 inh: -27%; B2AR arrestin: -0.1%

How did O=C(NCc1ccc(F)cc1)c1cnc2sccn2c1=O do in these assays?
PKM2 act: 0%; Giardia killer: -3; BCR signal inh: inconclusive; KCNH2 3.1 block: 2; FBPA coupling cs: 5; USP2a inh: 0%; uPA surface inh: 11%; KCNH2 WT inh: 16; GALK inh: 0%; Eya2 inh: -1%; B2AR arrestin: -1.4%

Results for O=C(N/N=C/c1cccnc1)c1cc(Br)ccc1O ?
Giardia killer: -23; BCR signal inh: inconclusive; KCNH2 3.1 block: -11; FBPA coupling cs: -3; USP2a inh: 0%; uPA surface inh: inconclusive; KCNH2 WT inh: 1; Eya2 inh: -3%; B2AR arrestin: 0.3%

What do the screens show for `O=C(c1cccc(S(=O)(=O)N2CCc3ccccc32)c1)N1CCOCC1`?
Giardia killer: -2; BCR signal inh: -2%; KCNH2 3.1 block: 15; USP2a inh: 0%; uPA surface inh: 4%; KCNH2 WT inh: -2; Eya2 inh: -12%; B2AR arrestin: 0.2%

What do the screens show for `O=C(CP(=O)(c1ccccc1)c1ccccc1)Nc1nc2ccccc2s1`?
PKM2 act: 0%; Giardia killer: -5; BCR signal inh: inconclusive; KCNH2 3.1 block: -7; FBPA coupling cs: 4; USP2a inh: 1%; uPA surface inh: 3%; KCNH2 WT inh: -3; GALK inh: 4%; Eya2 inh: -2%; B2AR arrestin: 0.3%

How did Cc1cc(C2C(=O)C(C(=O)c3ccc(Cl)cc3)C(=O)CC2(C)C)on1 (configuration not stated) do in these assays?
PKM2 act: -2%; Giardia killer: -1; BCR signal inh: 6%; KCNH2 3.1 block: 3; FBPA coupling cs: 7; USP2a inh: 0%; uPA surface inh: 13%; KCNH2 WT inh: 4; GALK inh: 0%; Eya2 inh: -2%; B2AR arrestin: 0.0%

What do the screens show for `CC1CCC2C(C1)Nc1c(C(=O)O)cccc1C2(C)C` (configuration not stated)?
PKM2 act: 2%; Giardia killer: -8; BCR signal inh: 1%; KCNH2 3.1 block: -21; FBPA coupling cs: 5; USP2a inh: 4%; uPA surface inh: 12%; KCNH2 WT inh: -8; GALK inh: 1%; Eya2 inh: 11%; B2AR arrestin: 0.0%

Results for O=C(Cc1ccc(-n2c(=O)c3ccccc3n(Cc3ccccc3F)c2=O)cc1)NCC1CCCO1 (configuration not stated) ?
PKM2 act: -1%; Giardia killer: 33[activator]; BCR signal inh: inconclusive; KCNH2 3.1 block: -36; FBPA coupling cs: -1; USP2a inh: 2%; uPA surface inh: -2%; KCNH2 WT inh: -10; GALK inh: 1%; Eya2 inh: 0%; B2AR arrestin: -0.8%

How did O=S(=O)(NCCc1cccs1)c1ccc(Br)cc1 do in these assays?
Giardia killer: 17; BCR signal inh: 0%; KCNH2 3.1 block: -4; FBPA coupling cs: -3; USP2a inh: 0%; uPA surface inh: -1%; KCNH2 WT inh: -4; GALK inh: 5%; Eya2 inh: -14%; B2AR arrestin: 0.3%

How did O=C(NNc1ccc(Cl)nn1)c1ccc(Cl)cc1 do in these assays?
PKM2 act: -1%; Giardia killer: 20; BCR signal inh: 6%; KCNH2 3.1 block: 14; FBPA coupling cs: 3; USP2a inh: 2%; uPA surface inh: -2%; KCNH2 WT inh: inactive; Eya2 inh: 5%; B2AR arrestin: -0.6%

Results for Clc1ccccc1CSc1nnc(-c2cccnc2)n1Cc1ccco1 ?
PKM2 act: inconclusive; Giardia killer: -1; BCR signal inh: 8%; KCNH2 3.1 block: -7; FBPA coupling cs: 3; USP2a inh: 0%; uPA surface inh: -4%; KCNH2 WT inh: 1; GALK inh: 2%; Eya2 inh: -1%; B2AR arrestin: 1.8%

What do the screens show for `COc1cccc(OC)c1OCCN1CCN(C(c2ccccc2)c2ccccc2)CC1`?
Giardia killer: -12; BCR signal inh: inconclusive; KCNH2 3.1 block: -103*; FBPA coupling cs: 2; USP2a inh: -2%; uPA surface inh: -28%; KCNH2 WT inh: inconclusive; GALK inh: 6%; Eya2 inh: inconclusive; B2AR arrestin: 1.0%

What do the screens show for `Nc1c(C(=O)NCCC2=CCCCC2)sc2ccc(S(=O)(=O)N3CCCCC3)cc12`?
PKM2 act: 1%; Giardia killer: inconclusive; BCR signal inh: -2%; KCNH2 3.1 block: -10; FBPA coupling cs: 0; USP2a inh: -1%; uPA surface inh: -21%; KCNH2 WT inh: 1; Eya2 inh: 15%; B2AR arrestin: 0.1%

What do the screens show for `COc1ccc(-c2nc(CSCC(=O)N3CCN(C)CC3)c(C)o2)cc1OC`?
PKM2 act: -1%; Giardia killer: -2; BCR signal inh: -7%; KCNH2 3.1 block: 6; FBPA coupling cs: 1; USP2a inh: 2%; uPA surface inh: 2%; KCNH2 WT inh: -1; GALK inh: 2%; Eya2 inh: -7%; B2AR arrestin: -0.5%

Results for COc1cccc(/C=C/C(=O)OCC(=O)Nc2cccc(S(=O)(=O)NC3=NCCCCC3)c2)c1 ?
Giardia killer: 2; BCR signal inh: 1%; KCNH2 3.1 block: -14; USP2a inh: 0%; uPA surface inh: 0%; KCNH2 WT inh: 5; Eya2 inh: -14%; B2AR arrestin: -0.8%

How did O=C(CCSc1nnc2scc(-c3ccccc3)n12)Nc1nc(-c2ccccc2)ns1 do in these assays?
PKM2 act: -1%; Giardia killer: -16; BCR signal inh: inconclusive; KCNH2 3.1 block: -11; FBPA coupling cs: -1; USP2a inh: 3%; uPA surface inh: -3%; KCNH2 WT inh: 0; GALK inh: 0%; Eya2 inh: 15%; B2AR arrestin: 3.5%

How did CCn1cc(CN2CCC(n3nccc3NC(=O)C3CCCC3)CC2)c(C)n1 do in these assays?
PKM2 act: -2%; Giardia killer: 4; BCR signal inh: 6%; KCNH2 3.1 block: -9; USP2a inh: 3%; uPA surface inh: 1%; KCNH2 WT inh: 14; GALK inh: 5%; Eya2 inh: 12%; B2AR arrestin: -0.8%

Results for COC(=O)c1sccc1NC(=O)c1ccc(C)o1 ?
PKM2 act: -12%; Giardia killer: -20; BCR signal inh: 1%; KCNH2 3.1 block: 3; FBPA coupling cs: -1; USP2a inh: -7%; uPA surface inh: -7%; KCNH2 WT inh: -5; GALK inh: 3%; Eya2 inh: -2%; B2AR arrestin: -0.3%

Results for COC(=O)c1cn(C(=O)c2ccc(OC)cc2)c2ccccc12 ?
PKM2 act: -5%; Giardia killer: 4; BCR signal inh: inconclusive; KCNH2 3.1 block: 1; FBPA coupling cs: 4; USP2a inh: 2%; uPA surface inh: -12%; KCNH2 WT inh: 6; GALK inh: -6%; Eya2 inh: -6%; B2AR arrestin: 0.6%

This is a random part of the collection; 2.4% or so of the library scored in one or more.
